EBV gp42 inh: EBV gp42 inhibition | inhibition, % (tested at 21.74 µM) | Q1HVG2 | AID 1085 | Fluorescence polarization binding assay, mP read-out | 0.42% of 220,000 active; in the data active means inhibition above about 50%
Target sequence (Q1HVG2 whole entry, looked up): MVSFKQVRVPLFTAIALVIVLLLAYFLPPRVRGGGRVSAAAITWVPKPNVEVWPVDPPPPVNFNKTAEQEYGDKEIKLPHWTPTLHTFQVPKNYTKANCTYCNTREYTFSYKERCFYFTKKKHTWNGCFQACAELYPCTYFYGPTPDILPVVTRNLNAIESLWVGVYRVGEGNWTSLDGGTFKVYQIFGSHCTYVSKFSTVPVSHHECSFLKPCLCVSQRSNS
m-calpain inh: blocks pig calpain II enzyme activity. purified calpain II, fluorogenic peptide substrate, 30 min. inhibition, % at 16 µM. 0.37% of 220,000 active;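 active means inhibition above about 50%, limit read from the data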
TRPML3 agonist: agonists of human TRPML3 channel | Q8TDD5 | HEK293 TRPML3-YFP, Fluo-8 calcium fluorescence; 100% = the carbachol control signal | activation, % at 3 µM | 0.29% of 220,000 active;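 active means activation above its plate's cutoff, the mean activation of the plate's test wells plus 3 SD, cut at about 12% in these data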;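 further: 0% = DMSO only wells and 100% = carbachol wells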
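Test system: TRPML3-YFP stable HEK293 cells. Doses: single point at 3 µM. Incubation: dye loading 1 h 37 °C then 30 min ambient, 125 s read. Signal: Fluo-8 calcium dye fluorescence, ex 470-495, em 515-575 nm. Measure: percent activation from peak-to-basal fluorescence ratio, scaled between DMSO and carbachol.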
PPC-1+TRAIL kill: PPC-1 cancer cell killing with TRAIL present; PPC-1 cells + TRAIL, ATPLite viability luminescence; cell killing (% activity), % at 4 µM; 0.41% of 220,000 active;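 active means cell killing above 50% in the first pass at 4 µM, then a duplicate retest at 5 µM averaging 50% or more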;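 further: plate controls were cells with TRAIL plus DMSO for no effect and medium-only wells lacking cells for full effect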
Furin inhibitor: inhibitors of human furin | P09958 | purified furin, fluorogenic substrate cleavage | inhibition, % at 30 µM | 0.061% of 220,000 active; in the data active means inhibition above about 25%; further: inactives centre near -15
Target sequence (P09958 108-714 limits assumed): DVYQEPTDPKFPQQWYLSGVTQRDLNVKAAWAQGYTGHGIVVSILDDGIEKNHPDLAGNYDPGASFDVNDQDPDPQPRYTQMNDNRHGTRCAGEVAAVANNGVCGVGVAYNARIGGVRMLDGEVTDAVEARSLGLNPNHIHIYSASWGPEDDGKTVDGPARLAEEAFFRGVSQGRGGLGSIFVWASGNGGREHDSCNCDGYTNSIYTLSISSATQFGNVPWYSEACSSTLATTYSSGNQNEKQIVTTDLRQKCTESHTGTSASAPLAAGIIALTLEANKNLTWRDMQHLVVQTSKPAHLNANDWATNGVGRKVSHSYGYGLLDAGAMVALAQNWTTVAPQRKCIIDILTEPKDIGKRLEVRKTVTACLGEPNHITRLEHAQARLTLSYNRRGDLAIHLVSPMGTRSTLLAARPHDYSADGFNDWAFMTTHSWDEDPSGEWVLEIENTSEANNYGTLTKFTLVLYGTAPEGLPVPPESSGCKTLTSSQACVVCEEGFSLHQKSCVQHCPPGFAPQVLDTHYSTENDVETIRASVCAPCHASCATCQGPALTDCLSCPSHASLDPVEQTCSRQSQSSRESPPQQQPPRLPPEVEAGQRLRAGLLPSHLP
zfTRPN1 agonist: activates the zebrafish TRPN1 channel. HEK293 zebrafish TRPN1-YFP, Fluo-8 calcium fluorescence; 100% = response to 87 µM carbachol. 0.18% of 220,000 active. activation, % at 3 µM;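 active means activation above its plate's cutoff, the mean activation of test wells on that plate plus 3 SD, cut at about 19% in these data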;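 further: 0% = DMSO alone and 100% = 87 µM carbachol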
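Material – zebrafish TRPN1-YFP in HEK293 cells · Doses – 3 µM single point · Schedule – dye 1 h 37 °C plus 30 min RT · Signal – Fluo-8 calcium fluorescence, excitation 470-495 nm, emission 515-575 nm · Read-out – % activation versus carbachol response · Control set – carbachol high, DMSO low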
Thrombin inh: thrombin (human) inhibition; alpha-thrombin, Boc-VPR-AMC fluorogenic substrate cleavage; inhibition, % at 5 µM; 0.26% of 220,000 active; AID 1046;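 active means inhibition at or above 40%; inactive means inhibition below 40%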;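 further: 0% = enzyme with no compound and 100% = wells without enzyme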
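Material: Human alpha-thrombin protein | Buffer or medium: pH 7.5 Tris-saline with Tween 20 | Reagent: Boc-VPR-AMC substrate, 15 µM final | Schedule: Reaction at ambient temperature | Detection: AMC fluorescence at 355 nm excitation and 460 nm emission | Evaluation: Percent inhibition scaled between no-compound controls and no-enzyme blanks | Controls: no-compound enzyme wells and no-enzyme blanks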
Cl transport mod: modulators of human KCC2 chloride dependent transport; 2.2% of 190,000 active; B-score of Tl+ flux slope (higher = more flux/activation; lower = inhibition) at 10 µM; Q9H2X9; KCC2 cells, thallium flux FluoZin-2 fluorescence;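 active means thallium flux slope and its plate-corrected score both differing from the plate sample mean at a set confidence after two filtering rounds, in either direction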;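 further: slope of fluorescence scaled to starting intensity during 10 to 20 s after thallium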
TbHK1 inh: T. brucei hexokinase 1 inhibition; inhibition, % at 10 µM; recombinant TbHK1, G6PDH-coupled NADH A340; 0.11% of 220,000 active;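 active means inhibition of 50% or more in the single-dose primary screen; inactive means inhibition below 50%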
Numbers without * were called inactive; i = inactive; . = not tested or not shown; [ ] = dose if it differs, or a comment. No enrichment for hits. About 3.6% of those tested had a hit in this group.

SMILES | EBV gp42 inh | m-calpain inh | TRPML3 agonist | PPC-1+TRAIL kill | Furin inhibitor | zfTRPN1 agonist | Thrombin inh | Cl transport mod | TbHK1 inh
O=C(COC(=O)CN1C(=O)c2ccccc2C1=O)Nc1ncc(Cl)cc1Cl | 5 | -157 | 0.3 | -19 | -9 | -0.1 | -5 | -0.62 | 5
O=C(CSc1ccccn1)N/N=C/c1cccc([N+](=O)[O-])c1 | -26 | -5 | 0.2 | 2 | -23 | -1.1 | -3 | 0.19 | 0
COc1ccc(/C=C/CN2CCN(Cc3ccc(C)cc3)C(CCO)C2)cc1 (centres undefined) | -7 | -16 | 2.5 | -6 | -14 | 2.5 | -2 | -0.61 | 1
COc1ccc(N(CC(=O)N2CCc3ccccc32)S(=O)(=O)c2c(C)nn(C)c2C)cc1 | -10 | -4 | -1.4 | -5 | -22 | -0.3 | -7 | -1.3 | -24
COc1ccc(NC(=S)NCc2ccco2)cc1 | -16 | 6 | -0.4 | -1 | -19[20 µM] | -0.4 | -8 | 1.1 | 3
COc1cnc(-c2ccccn2)nc1Sc1cccc(Cl)c1 | -5 | -8 | 0.6 | 4 | -14[20 µM] | -0.8 | -3 | -0.29 | -2
COc1cc(OC)c(OC)cc1CN(C)CCc1ccccn1 | -17 | -12 | -0.5 | 23 | -12 | -0.5 | -1 | -0.37 | 6
CCc1cccc(NC(=O)Nc2ccc3c(c2)OCO3)c1 | -12 | -5 | 2.1 | 7 | -27 | 3.9 | 3 | -0.61 | -2
CCOc1ccc(CCNC(=O)COC(=O)c2ccccc2O)cc1OCC | 2 | 9 | 0.0 | 8 | -19 | -3.2 | -8 | 0.47 | -2
Cc1cc(C)nc(SCc2nnc(SCC(=O)Nc3ccccc3C)n2Cc2ccco2)n1 | -13 | -13 | -0.9 | -9 | -28 | -0.2 | 3 | -0.85 | 2
CCNC(=O)CC1C(=O)N(c2ccc(F)cc2)C(=O)N1CCc1ccc(OC)cc1 (centres undefined) | -24 | -4 | -0.4 | 10 | -6 | -0.1 | 1 | 2.5 | 31
CCN(CC(=O)NCc1ccc(F)cc1)CC(=O)Nc1ccccc1-c1ccccc1 | -3 | -15 | -0.5 | 1 | -15 | -1.4 | -6 | -0.84 | -8
O=C(Cc1ccc(Cl)cc1)Nc1ccncc1 | -12 | -29 | 3.1 | 11 | -26 | 6.1 | -1 | -0.045 | -1
C/C(=N\NC(=O)Cc1cccc2ccccc12)c1ccncc1 | -6 | -7 | 0.4 | 7 | -27 | -0.9 | -4 | -0.78 | -3
CCOC(=O)c1nnn2c1nc(N1CCCCC1)c1ccccc12 | -11 | 20 | 0.6 | -10 | -7 | -0.5 | 7 | -1.2 | -29
CC1=NN(c2ccccc2)C(=O)/C1=C/C=C/c1ccc(N(C)C)cc1 | -9 | -9 | -0.7 | 30 | -6 | -1.6 | -4 | -0.062 | -9
Cn1c(=O)c2c(nc(NCc3ccccc3)n2CC(N)=O)n(C)c1=O | -8 | -26 | 0.1 | -1 | -20 | 1.9 | -4 | 0.18 | -4
COc1ccc(/C(O)=C2/C(=O)C(=O)N(CCN(C)C)C2c2cccnc2)cc1C (centres undefined) | -12 | -7 | -0.1 | -10 | -17 | 0.9 | -14 | 0.41 | -25
O=C1N/C(=N\c2ccccn2)SC1Cc1ccc(Cl)cc1 (centres undefined) | -9 | -19 | 0.5 | . | -19 | 0.8 | -8 | . | -4
COc1ccccc1CNC(=O)C(=O)NCC1OCCN1C(=O)c1cccs1 (centres undefined) | 4 | 15 | -0.1 | 9 | -6 | -1.7 | 2 | 0.12 | 3
Cn1ccnc1C(O)c1ccccc1 (centres undefined) | 6 | -26 | 0.8 | -32 | -10 | -0.8 | 0 | 0.63 | 4
O=S(=O)(NCCOc1cccc2cccnc12)c1ccc(F)cc1 | 16 | 10 | 0.9 | 18 | -31[20 µM] | -1.2 | -5 | 1 | 7
Cc1ccc(NC(=O)CN2C(=O)S/C(=C\c3ccc(-c4cccc(C(=O)O)c4C)o3)C2=O)cc1C | -12 | 2 | 0.6 | 32 | -4 | -0.8 | . | -0.57 | 34
COC(=O)c1ccc(NC(=O)Cn2nnc3ccccc32)cc1 | -10 | 14 | 0.8 | -18 | -20[20 µM] | 0.3 | -5 | -0.087 | 3
COc1cc2c(cc1OC)CN(C(=O)C1(c3ccccc3)CC1)CC2 | -5 | -23 | 0.0 | 15 | -10 | 0.6 | 3 | . | -2
CCNC(=O)/C(C#N)=C/c1c(N2CCN(Cc3ccc4c(c3)OCO4)CC2)nc2c(C)cccn2c1=O | -12 | -11 | -0.8 | -18 | -25 | -0.3 | -2 | -1.2 | -16
CCOC(=O)CSc1nnc(-c2cccnc2)n1C | -16 | -23 | 1.2 | 14 | -22 | 1.1 | -5 | -0.31 | 1
O=S1(=O)CC/C(=N/Nc2ccc(C(F)(F)F)cn2)c2cc(F)ccc21 | -10 | 25 | 0.3 | 13 | -17 | 0.2 | 0 | 0.091 | -25
CC1CN(CCCCOc2ccc3ccccc3c2)CC(C)O1 (centres undefined) | -11 | -5 | 0.3 | 6 | -23 | 1.8 | -6 | -0.96 | -1
NC(=O)Nc1ccc(C(=O)OCC(=O)NC2CCCCC2)cc1 | -26 | -1 | 1.0 | -4 | -38 | 1.4 | 1 | 0.38 | 1
CSc1ccc(/C=N/n2c(C)nnc2C)cc1 | -8 | -13 | 0.6 | 18 | -6 | 0.6 | . | 0.046 | -25
Cc1nc2ccccc2nc1N1CCCCC1 | -3 | 13 | 0.6 | -2 | -20 | -0.6 | 12 | . | -13
O=C(CN1CCSCC1)N/N=C/c1ccccc1F | -22 | -2 | 0.9 | 11 | -4[20 µM] | 0.8 | 3 | 1.4 | 4
N=C1C(c2ccccc2)=C(O)CN1c1ccc2c(c1)OCO2 | -25 | -21 | 0.1 | 24 | -23 | 2.6 | 2 | -0.033 | -12
COc1ccc(CNC(=O)CS(=O)CC(=O)O)cc1OC (centres undefined) | -5 | -2 | 0.9 | -7 | -31 | -0.1 | 1 | 1.2 | 1
CC(/C=N/Nc1ccc2nncn2n1)=C\c1ccccc1 | -8 | 20 | 0.1 | 14 | 4 | 1.0 | -7 | 0.012 | -60
COCCNC(=O)CCCn1c(=O)c2ccccc2n(CC(=O)NCCC2=CCCCC2)c1=O | -2 | -40 | 0.3 | 3 | -16 | 0.0 | -8 | . | -2
COC(=O)c1ccccc1NC(=S)N(Cc1ccc2c(c1)OCO2)Cc1cc2cccc(C)c2[nH]c1=O | 2 | -18 | 0.3 | 21 | -23 | 2.0 | -5 | -0.98 | -13
O=C(N/N=C/c1c[nH]c2ccccc12)c1ccn[nH]1 | -13 | 14 | 1.0 | 13 | -22 | -0.5 | -5 | -1.3 | -34
O=C(COC(=O)c1c2c(nc3ccccc13)/C(=C\c1cccs1)CCC2)Nc1ccccc1 | -32 | -33 | 0.2 | -2 | -10 | 1.0 | -1 | 0.058 | -4
CCNC(=O)N1c2ccc(OC)cc2C(C)=CC1(C)C | 2 | -68 | 0.0 | 17 | -7 | 0.7 | 1 | . | -11
Cc1nc2ccccc2n1CC(=O)OCC(=O)NC1CC1 | -9 | 9 | 0.3 | 5 | -7 | -0.5 | 8 | -1.1 | 12
NC(=O)COc1ccccc1/C=C1/SC(=O)N(CC(=O)N2CCc3ccccc3C2)C1=O | -15 | -14 | -0.3 | -8 | -1[20 µM] | 2.6 | -5 | -3.4* | -22
Nc1c(S(=O)(=O)c2cccs2)c2nc3ccccc3nc2n1CCc1ccccc1 | -4 | i | -1.1 | 11 | -27[20 µM] | -0.1 | -13 | 0.97 | -7
CN(C)C(=O)CNC(=O)C1CCCCC1 | 2 | 8 | 0.0 | -4 | -4[20 µM] | -0.3 | -5 | -0.38 | -3

Just Thrombin inh, m-calpain inh and EBV gp42 inh, for 5 of the compounds above:
mol	Thrombin inh	m-calpain inh	EBV gp42 inh
N=C1C(c2ccccc2)=C(O)CN1c1ccc2c(c1)OCO2	2	-21	-25
COc1ccc(CNC(=O)CS(=O)CC(=O)O)cc1OC (centres undefined)	1	-2	-5
CC(/C=N/Nc1ccc2nncn2n1)=C\c1ccccc1	-7	20	-8
COCCNC(=O)CCCn1c(=O)c2ccccc2n(CC(=O)NCCC2=CCCCC2)c1=O	-8	-40	-2
COC(=O)c1ccccc1NC(=S)N(Cc1ccc2c(c1)OCO2)Cc1cc2cccc(C)c2[nH]c1=O	-5	-18	2

(next part)
SMILES | EBV gp42 inh | m-calpain inh | TRPML3 agonist | PPC-1+TRAIL kill | Furin inhibitor | zfTRPN1 agonist | Thrombin inh | Cl transport mod | TbHK1 inh
COc1ccccc1C(=O)CSc1cccc[n+]1[O-] | 1 | -11 | 0.9 | 14 | -32 | 1.3 | -5 | 0.46 | -2
COCCCNC(=O)CN(c1cc(C(F)(F)F)ccc1Cl)S(C)(=O)=O | 1 | 1 | 0.6 | 0 | -15 | 1.0 | -11 | -0.36 | -9
O=C(OC(C(=O)NCc1cccs1)c1ccccn1)c1cccs1 (centres undefined) | 9 | 14 | -0.3 | 30 | -22[20 µM] | 1.4 | 3 | -0.083 | 5
Cc1c(C(=O)NCc2ccccn2)sc2nc(-c3ccc(F)cc3)cn12 | 1 | 21 | 1.7 | 7 | -18[20 µM] | 2.1 | -3 | -0.54 | 1
Cc1nn(C(C)(C)C)c(OC(=O)c2ccc(Br)o2)c1Sc1ccccc1 | -260 | -13 | 0.0 | 5 | -13[20 µM] | -2.6 | 2 | . | -8
Cn1c(=O)c2c(nc(NCc3ccccc3)n2Cc2ccc(F)cc2)n(C)c1=O | 3 | -5 | 0.6 | 9 | -19 | 0.5 | 2 | . | -11
CCOc1ccc(C2C(C#N)=C(N)Oc3cc(C)oc(=O)c32)cc1 (centres undefined) | -6 | -22 | 0.3 | 4 | -22 | 0.7 | . | 0.21 | 2
COC(=O)[C@H](CCSC)NC(=O)Nc1ccc(OC)cc1OC | -6 | -21 | 0.6 | 14 | -19[20 µM] | -0.9 | -6 | 0.67 | 20
O=C(CSc1nnc(-c2ccccc2)o1)n1c2c(c3ccccc31)CCCC2 | -20 | 12 | 0.3 | 6 | -11[20 µM] | -2.7 | -3 | 0.62 | -7
CCOC(=O)C(NC(=O)c1ccccc1)=C(C)C | -6 | -20 | 0.7 | -14 | -5[20 µM] | -0.5 | -9 | 0.045 | 0
Cc1c(Cl)cccc1NC(=O)C1Cc2ccccc2CN1C(=O)c1ccccc1 (centres undefined) | -12 | -5 | 0.1 | 17 | -20 | -1.7 | -9 | -0.41 | -7
COc1ccccc1NC(=O)NCc1nc(-c2ccc(C(F)(F)F)cc2)no1 | -1 | -13 | -0.3 | 5 | -33 | 2.3 | 2 | -1.1 | 2
CCCCCCC(=O)Nc1nc(C)c(-c2csc(Nc3cc(OC)ccc3OC)n2)s1 | -12 | -46 | 0.6 | 0 | -16[20 µM] | 1.1 | -5 | 1.2 | -11
Cc1cc2cc(CNC(=O)c3ccc(S(=O)(=O)N4CCOCC4)cc3)ccc2[nH]1 | -12 | 0 | . | -4 | -17 | . | -3 | 0.15 | -6
